# PhoP inhibition: inhibitors of PhoP regulon expression, primary screen, Salmonella Typhimurium, GFP reporter (AID 1863); one-dose inhibition, % at 50 µM; IC50 in µM for titrated hits; S. Typhimurium PhoP-regulated promoter GFP reporter, 4 h; higher % means a stronger effect; 0.16% of 300,000 active;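 active = inhibition over 29.93%, a cutoff 3 SD above the screen mean, later confirmed by dose response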;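 note: 0% = low Mg2+ inducing control and 100% = high Mg2+ repressing control; strong numbers were not always called active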
# NOD1 inhibition: NOD1 signaling inhibitors, primary screen, cell-based, luminescence, uHTS (AID 1578). NOD1-driven NF-kB luciferase reporter cells, luminescence; higher % means a stronger effect. inhibition, % at 4 µM, or EC50 in µM where a hit was titrated. 1% of 290,000 active; in the data active = inhibition mostly above about 36%, no sharp cut-off; inactive = mostly below about 34%;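 note: HEK-293T reporter cells stimulated with the NOD1 agonist gamma-tri-DAP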
# Siah-1 displacement: Siah-1 peptide-binding antagonists, primary screen, biochemical, fluorescence polarization, rhodamine-plectin, uHTS (AID 1817); Siah-1 / rhodamine-plectin peptide fluorescence polarization; higher % means a stronger effect; displacement, % at 20 µM; hits with a dose series show IC50 in µM; 0.02% of 290,000 active;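 active = displacement of at least 50% at 20 µM, with a fluorescence ratio check between 0.3 and a set limit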;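 note: plate controls were Siah plus tracer with DMSO for no effect and tracer alone without Siah for full effect; strong numbers were not always called active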
# KOR beta-arrestin-1: KOR antagonists, beta-arrestin recruitment, cell-based, luminescence, uHTS (AID 1778); Kappa-type opioid receptor (Homo sapiens); KOR beta-arrestin recruitment, luminescence, antagonist mode; higher % means a stronger effect; inhibition, % at 10 µM, or IC50 in µM where a hit was titrated; 0.091% of 290,000 active; note: strong numbers were not always called active
# HIV peptide binding: inhibitors of HIV fusion peptide binding, primary screen, biochemical, uHTS, fluorescence dequenching (AID 1986). one-dose inhibition, % at 20 µM; IC50 in µM for titrated hits. 0.3% of 290,000 active. cell-free peptide binding, fluorescence dequenching, 30 min; higher % means a stronger effect; in the data active = inhibition mostly above about 52%, no sharp cut-off; inactive = mostly below about 76%; note: some results filed as inactive read as strong as hits
# HEK293 NOD2/NF-kB: NOD2 signaling inhibitors, cell-based, luminescence, uHTS, HEK293 (AID 1566); HEK293 NOD2/NF-kB luciferase reporter, luminescence; higher % means a stronger effect; one-dose inhibition, % at 4 µM; EC50 in µM for titrated hits; 0.63% of 290,000 active; note: many of its hits are not listed in these tables
# LYP inhibition: inhibitors of LYP phosphatase, biochemical, fluorescence intensity, uHTS (AID 1779) | Tyrosine-protein phosphatase non-receptor type 22 (Homo sapiens) | recombinant LYP phosphatase, fluorescence intensity; higher % means a stronger effect | one-dose inhibition, % at 11.5 µM; IC50 in µM for titrated hits | 0.054% of 290,000 active;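 note: plate controls were vehicle with enzyme for no effect and no enzyme for full effect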
# Myeloid diff MLP: induction of myeloid progenitor differentiation, primary screen, cell-based, flow cytometry, MLPCN library; calls only at 10 µM; 1% of 360,000 active; AID 624256, 2012; ER-HoxA9 myeloid progenitors, lysozyme-GFP differentiation;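 active = normalized GFP-positive differentiation at or above the plate's own cutoff, the solvent-only control mean plus 3 SD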;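 note: cells exposed to compound for four days before flow analysis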
# KOR beta-arrestin-2: KOR agonists, beta-arrestin recruitment, primary screen, cell-based, luminescence, uHTS (AID 1777); Kappa-type opioid receptor (Homo sapiens); KOR beta-arrestin recruitment, luminescence; higher % means a stronger effect; one-dose activation, % at 10 µM; EC50 in µM for titrated hits; 0.02% of 280,000 active; in the data active = activation above about 50%, passing the limit was not always enough; note: a part of the inactive calls stands beside numbers as strong as those of hits
# Myeloid diff MLP GFP+ MAC1+ %: further read-out of Myeloid diff MLP, marked with its call; GFP+ MAC1+ double positive, %; measured here: differentiation confirmed by MAC1 staining
# * hit, by the source's call; i = inactive; / = no result given; [ ] = remark or other dose. Cut-off read from the data, not from the text of the source, unless noted: active = inhibition above about 50%; inactive = the rest. A portion of the library, so the mix of outcomes need not match the whole.
SMILES,PhoP inhibition,NOD1 inhibition,Siah-1 displacement,KOR beta-arrestin-1,HIV peptide binding,HEK293 NOD2/NF-kB,LYP inhibition,Myeloid diff MLP,Myeloid diff MLP GFP+ MAC1+ %,KOR beta-arrestin-2
O=C(c1ccc(N2CCCS2(=O)=O)cc1)N1CCN(c2ccccc2)CC1,-3%,-5%,10%,-10%,-1.1%,8%,-9%,i,0.7,-4.7%
COc1ccc(C(=O)N/N=C/C2CC=CCC2)cc1OC (stereo not given),-1%,-5%,-3%,-5%,-2.0%,22%,-6%,i,0.9,-3.0%
CCS(=O)(=O)NCc1ccc2c(c1)cc(C)n2C,11%,-24%,-3%,21%,5.6%,2%,-1%,i,1.8,-2.2%
O=[N+]([O-])c1ccc(Oc2ccc(S(=O)(=O)Nc3ccccc3)cc2)cc1,15%,37%,8%,2%,0.9%,12%,-1%,i,2.5,5.7%
COc1ccccc1N1CCN(CC(=O)c2ccc(F)cc2)CC1,-1%,-23%,0%,-19%,-0.1%,-7%,-7%,i,0.2,2.2%
CCCn1c(=O)c(C(=O)Nc2ccccc2C)c(O)c2ccccc21,2%,-4%,3%,-45%[20 µM],0.6%,10%,-5%,i,0.4,3.3%
CN(C)C(CNC(=O)c1cc(S(=O)(=O)N(C)c2ccccc2)ccc1Cl)c1cccs1 (stereo not given),1%,-45%,3%,5%,-0.9%,-4%,6%,i,0.2,-0.7%
Nc1ncc(Br)cc1S(=O)(=O)NCCC(=O)Nc1cccc(Cl)c1,1%,11%,11%,-16%,-4.3%,12%,-7%,i,2.3,1.8%
COc1ccc(S(=O)(=O)n2cnc(C)c2)cc1,1%,-10%,3%,15%,2.3%,20%,-5%,i,0.2,2.0%
Cc1cc(NC(=O)CSc2nc3ccccc3n2CC(=O)N2CCCCC2)no1,0%,/,2%,/,-0.8%,1%,0%,i,7.8,/
O=c1nc2n(c3ccc(Br)cc13)CCS2,0%,-10%,-2%,9%,-1.4%,11%,-1%,i,0.9,-4.0%
O=C(Nc1ccc(-n2ccnc2P(=O)(O)c2ccccc2)cc1)c1ccccc1Cl,11%,-28%,1%,-27%,6.0%,-11%,-2%,i,0.4,-0.9%
O=c1c(Cc2ccc(Cl)cc2Cl)c(O)ccn1Cc1ccncc1,7%,-7%,-3%,-15%,0.4%,4%,-7%,i,0.2,-0.1%
Cn1c2ccccc2c(=O)c2cc(C#Cc3ccc(N)cc3)ccc21,-2%,-20%,3%,-17%[20 µM],0.4%,-15%,-12%,i,2.0,-0.6%
C/C(=N/NC(=O)CNc1ccc(C)cc1)c1ccc(Cl)cc1,4%,-24%,-2%,-13%,0.4%,-1%,6%,i,8.2,-0.6%
Cc1ccc(-n2c(SCC(=O)NCC3CCCO3)nc3c(c2=O)SCC3)cc1 (stereo not given),-1%,-16%,-2%,-29%,-1.8%,9%,-8%,i,0.4,-4.2%
COC(=O)C1=C(C)NC(=S)NC1/C=C/c1ccccc1 (stereo not given),4%,-23%,3%,-3%,0.5%,9%,-1%,i,0.7,-2.1%
N#C/C(=N/Nc1ccccc1[N+](=O)[O-])C(N)=S,-9%,-9%,6%,4%,-1.1%,21%,-3%,i,0.5,0.0%
COc1c(-c2ccc(O)cc2)oc2cc(O)cc(O)c2c1=O,4%,-7%,11%,18%,13%,-20%,0%,i,4.5,-0.7%
O=C(O)c1cccnc1Sc1ccc(Br)cc1,-9%,-27%,4%,-20%,-1.7%,-3%,-11%,i,0.6,-2.2%
COc1ccc(NC(=O)Cn2c([N+](=O)[O-])cnc2C)cc1Cl,-3%,-8%,0%,-11%,-1.5%,-1%,-6%,i,0.7,-1.5%
Nc1nc(N2CCN(C(c3ccccc3)c3ccccc3)CC2)n[nH]1,-3%,-4%,-1%,-7%[20 µM],0.8%,19%,-1%,i,0.7,-2.5%
CCN(CC)S(=O)(=O)c1ccc(N2CCOCC2)c(NC(=O)c2ccc(C#N)cc2)c1,2%,-21%,6%,26%,-2.2%,-3%,2%,i,0.3,0.7%
Cc1cc(C)cc(N(CC(=O)N2CCC(C)CC2)S(C)(=O)=O)c1,2%,/,4%,10%,-0.8%,9%,0%,i,1.3,2.3%
CC(CNC(=O)CCS(=O)(=O)c1cc2c(cc1Cl)NC(=O)CO2)c1ccccc1 (stereo not given),/,-28%,-3%,8%[20 µM],-0.3%,0%,-4%,i,1.6,-3.7%
Nc1nc(Nc2ccccc2)nc(NCCO)c1[N+](=O)[O-],-3%,-1%,17%,36%,-1.6%,6%,-1%,i,0.7,-0.4%
O=C(CNC(=O)C12CC3CC(CC(C3)C1)C2)N1CCN(S(=O)(=O)c2cccs2)CC1,-13%,3%,9%,5%,1.9%,11%,-4%,i,1.1,9.3%
CCOC(=O)C1CCN(CC(O)COCc2ccc3c(c2)OCO3)CC1 (stereo not given),20%,-22%,10%,3%,0.7%,-2%,-4%,i,0.1,-1.8%
COc1ccc(C(=O)N2CCN(S(=O)(=O)c3ccc(F)cc3)CC2)cc1OC,1%,-57%,1%,-47%,1.3%,0%,1%,i,0.6,1.6%
Cc1cc2ccccc2c(=O)n1CC(=O)NCC(=O)N1CCCC1,-4%,24%,2%,14%,0.1%,15%,-6%,i,0.2,-2.5%

# Part of the list above, with bars between the fields.
molecule | PhoP inhibition | NOD1 inhibition | Siah-1 displacement | KOR beta-arrestin-1 | HIV peptide binding | HEK293 NOD2/NF-kB | LYP inhibition | Myeloid diff MLP | Myeloid diff MLP GFP+ MAC1+ % | KOR beta-arrestin-2
COc1ccc(NC(=O)Cn2c([N+](=O)[O-])cnc2C)cc1Cl | -3% | -8% | 0% | -11% | -1.5% | -1% | -6% | i | 0.7 | -1.5%
Nc1nc(N2CCN(C(c3ccccc3)c3ccccc3)CC2)n[nH]1 | -3% | -4% | -1% | -7%[20 µM] | 0.8% | 19% | -1% | i | 0.7 | -2.5%
CCN(CC)S(=O)(=O)c1ccc(N2CCOCC2)c(NC(=O)c2ccc(C#N)cc2)c1 | 2% | -21% | 6% | 26% | -2.2% | -3% | 2% | i | 0.3 | 0.7%
Cc1cc(C)cc(N(CC(=O)N2CCC(C)CC2)S(C)(=O)=O)c1 | 2% | / | 4% | 10% | -0.8% | 9% | 0% | i | 1.3 | 2.3%
CC(CNC(=O)CCS(=O)(=O)c1cc2c(cc1Cl)NC(=O)CO2)c1ccccc1 (stereo not given) | / | -28% | -3% | 8%[20 µM] | -0.3% | 0% | -4% | i | 1.6 | -3.7%

# (cont.)
SMILES,PhoP inhibition,NOD1 inhibition,Siah-1 displacement,KOR beta-arrestin-1,HIV peptide binding,HEK293 NOD2/NF-kB,LYP inhibition,Myeloid diff MLP,Myeloid diff MLP GFP+ MAC1+ %,KOR beta-arrestin-2
O=C(Oc1ccc(-c2csnn2)cc1)c1cccs1,-10%,1%,0%,25%,2.5%,10%,-7%,i,0.2,-3.5%
Brc1cc2c(cc1Br)OCCOCCOCCO2,-10%,10%,-3%,0%,-1.9%,6%,-8%,i,0.4,5.3%
Cc1ccc(/C=C/C(=O)O)cc1S(=O)(=O)NCCO,-3%,-17%,1%,-8%,-1.0%,0%,-4%,i,0.9,-0.3%
CCOC(=O)c1ccccc1NC1CC(=O)N(c2ccccc2C)C1=O (stereo not given),20%,1%,1%,28%,-0.4%,-4%,0%,i,1.0,0.1%
C#CCOCCOCCOCCNc1nc(N2CCN(C(=O)Cn3cc(CCO)nn3)CC2)nc(N2CCN(C(=O)[C@H](C(C)C)n3cc(CCO)nn3)CC2)n1,-4%,-10%,10%,-54%,-0.2%,3%,-2%,i,2.0,-1.2%
CCOC(=O)c1nc(-c2ccc(OC)c(OC)c2)no1,-4%,-34%,-3%,-17%,-1.7%,7%,0%,i,0.3,2.2%
COc1ccc2[nH]c(C)c(CCNC(=S)Nc3cccc(C)c3C)c2c1,1%,-35%,7%,1%,0.6%,4%,-4%,i,2.0,0.0%
CSC1=NCCN1S(=O)(=O)c1ccccc1,2%,-10%,-8%,-5%,-1.8%,-15%,-3%,i,0.3,-4.5%
Cc1ccc(C(=O)O/N=C2\CC3CCC2(C)C3(C)C)cc1 (stereo not given),10%,-2%,0%,-21%,-1.6%,6%,-5%,i,0.9,-2.8%
CC(CCc1ccccc1)NS(=O)(=O)c1ccccc1Cl (stereo not given),10%,-15%,-4%,-40%,-0.1%,24%,-6%,i,0.6,-1.8%
O=C(O)C1=C[C@H](c2ccc(C(F)(F)F)cc2)C[C@H](OCc2ccc(CO)cc2)O1,-6%,-3%,-3%,-22%,5.9%,16%,-4%,i,2.3,0.9%
COc1cccc(N2CC(C)Cn3c2nc2c3c(=O)[nH]c(=O)n2C)c1 (stereo not given),17%,-12%,8%,8%,-0.4%,16%,-6%,i,0.5,-7.2%
COc1cc2c(cc1OC)CN(c1ccc(-c3ccccc3OC)nn1)CC2,-3%,-10%,-1%,-5%,0.6%,-5%,4%,i,7.3,2.1%
O=C1c2ccccc2NC(c2ccco2)N1/N=C/c1ccco1 (stereo not given),0%,-21%,-3%,-10%[20 µM],-1.5%,-14%,-2%,i,0.3,-5.7%
CCc1cc(=O)oc2cc(C)cc(OC(C)C(=O)NCc3ccncc3)c12 (stereo not given),3%,-8%,-1%,-2%,2.1%,1%,-13%,i,1.4,4.2%
O=C(Cn1ncc2c([nH]c3ccccc32)c1=O)N1CCc2ccccc2C1,3%,-15%,1%,-22%,-0.9%,3%,-3%,i,8.2,-0.1%
Clc1cccc(OCCN2CCN(CCOc3cccc(Cl)c3)CC2)c1,12%,-39%,-7%,-64%,-2.5%,-13%,-10%,i,0.3,3.9%
O=C(CC1C(=O)NCCN1C(=O)c1ccc([N+](=O)[O-])cc1)Nc1cccc(Cl)c1 (stereo not given),-2%,3%,-7%,22%,-1.6%,1%,-6%,i,5.2,8.0%
COC(=O)Cn1c(=NC(=O)c2ccc(OC)c(OC)c2)sc2cc(OC)ccc21,-12%,40%,-2%,-78%,1.2%,0%,-7%,i,0.4,45%
Cc1[nH]c2ccccc2c1C(=O)COC(=O)C(C)C,-7%,-19%,1%,119%,2.3%,1%,-6%,i,7.6,9.1%
CCOc1ccc(NC(=O)c2csc3c2CCCC3)cc1,5%,-39%,10%,7%,1.8%,-109%,-2%,i,1.4,0.9%
COc1ccc(Cc2nnc(SCC(=O)c3cccc([N+](=O)[O-])c3)n2C)cc1,0%,/,7%,3%,1.7%,6%,-3%,i,1.0,-3.3%
Nc1c(CO)nnn1-c1ccccc1,7%,69%*,-5%,-26%,-3.1%,8%,-3%,i,1.2,-2.3%
COc1ccc(-n2nc(C(=O)NCC(=O)Nc3cc(OC)c(OC)c(OC)c3)c3ccccc3c2=O)cc1OC,-6%,42%,4%,-18%,-1.9%,22%,-3%,i,0.8,-5.5%
CC(=O)c1cc(F)ccc1OCC(=O)N1CCN(c2ccc(F)cc2)CC1,4%,-11%,21%,0%,-1.7%,-6%,-6%,i,0.6,-5.0%
CCCn1c(=O)c(C(=O)NNS(=O)(=O)c2ccc(C)cc2)c(O)c2ccccc21,-14%,57%,5%,-45%,14%,24%,-3%,i,0.1,3.8%
CCOC(=O)c1c(NC(=O)C2C3C=CC(C3)C2C(=O)O)sc2c1CC(C)CC2 (stereo not given),-2%,-8%,4%,-56%[20 µM],7.3%,34%,-2%,i,0.4,-3.3%

# Screening results from PubChem.
